M5 PAM: CHRM5 positive allosteric modulation. P08912. CHO-K1 hM5, Fluo-8 calcium, ACh EC20 PAM; 0% = ACh EC20, 100% = ACh EC100. activation, % at 3 µM. 0.3% of 360,000 active;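 active = activation above the run cutoff, the mean activation of all test compounds plus 3 SD, cut at about 18% in these data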
Target sequence (P08912 whole entry, looked up): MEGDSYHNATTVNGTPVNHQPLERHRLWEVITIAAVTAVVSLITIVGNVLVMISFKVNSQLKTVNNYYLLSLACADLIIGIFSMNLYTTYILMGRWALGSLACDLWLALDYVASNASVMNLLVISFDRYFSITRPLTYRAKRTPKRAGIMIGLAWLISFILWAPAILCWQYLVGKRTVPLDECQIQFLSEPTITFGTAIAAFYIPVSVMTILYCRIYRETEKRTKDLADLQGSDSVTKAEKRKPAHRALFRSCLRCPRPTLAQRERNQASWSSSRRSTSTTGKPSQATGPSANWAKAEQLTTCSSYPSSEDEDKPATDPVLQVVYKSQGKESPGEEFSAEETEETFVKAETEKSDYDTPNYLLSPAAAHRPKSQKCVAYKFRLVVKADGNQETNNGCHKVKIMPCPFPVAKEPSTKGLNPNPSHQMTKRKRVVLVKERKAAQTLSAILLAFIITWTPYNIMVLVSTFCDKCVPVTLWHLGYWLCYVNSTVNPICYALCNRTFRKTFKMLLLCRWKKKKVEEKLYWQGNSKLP
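Probe or stimulus: acetylcholine, EC20 level; Assay system: human M5 receptor in CHO-K1 cells; Schedule: compound preincubation 140 s before EC20 acetylcholine addition; Technique: intracellular calcium via Fluo-8 fluorescence; Dosing: single-point, 3 µM nominal; Read-out basis: percent activation from peak-over-basal fluorescence ratio, scaled EC20-to-EC100 acetylcholine; Repeats: one well per compound, no replicates.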
M4 ag: CHRM4 agonism in calcium assay; 0.14% of 360,000 active; P08173; CHO-K1 hM4/Gqi5, Fluo-8 calcium fluorescence; vehicle 0%, full acetylcholine response 100%; activation, % at 3 µM;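 active = activation above the run mean over all test wells plus 3 SD, cut at about 32% in these data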;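 also: peak over basal fluorescence ratio per well then scaled between controls; 0% = DMSO wells and 100% = acetylcholine at EC100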
CHRM4 antagonist: blocks acetylcholine activation of human M4 receptor. inhibition, % at 3 µM. CHO-hM4 cells, ACh EC80, Fluo-8 calcium fluorescence. 0.73% of 360,000 active. AID 624125;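 active = inhibition above its plate's cutoff, the mean inhibition of sample wells plus 3 SD, cut at about 27% in these data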;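 also: 0% = acetylcholine EC80 with DMSO and 100% = DMSO without agonist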
M5 ag: CHRM5 agonism in calcium assay. CHO-K1 hM5 cells, Fluo-8 calcium fluorescence; 0% DMSO wells, 100% maximal acetylcholine response. 0.19% of 360,000 active. AID 624037. P08912. activation, % at 3 µM;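 active = activation above the run's mean over test compounds plus 3 SD, cut at about 23% in these data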;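 also: signal is peak over basal fluorescence ratio across the kinetic read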
CHRM1 antagonist: antagonists of human M1 muscarinic receptor | inhibition, % at 3 µM | P11229 | CHO-K1 hM1, Fluo-8 calcium fluorescence, ACh EC80 antagonist | 1.3% of 360,000 active | AID 588852;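 active = percent inhibition above its own plate's cutoff, namely the mean of that plate's compound wells plus 3 SD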;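 also: peak over basal fluorescence ratio during 140 s after agonist addition; 0% = ACh EC80 plus DMSO and 100% = DMSO alone without agonist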
Target sequence (P11229 whole entry, looked up): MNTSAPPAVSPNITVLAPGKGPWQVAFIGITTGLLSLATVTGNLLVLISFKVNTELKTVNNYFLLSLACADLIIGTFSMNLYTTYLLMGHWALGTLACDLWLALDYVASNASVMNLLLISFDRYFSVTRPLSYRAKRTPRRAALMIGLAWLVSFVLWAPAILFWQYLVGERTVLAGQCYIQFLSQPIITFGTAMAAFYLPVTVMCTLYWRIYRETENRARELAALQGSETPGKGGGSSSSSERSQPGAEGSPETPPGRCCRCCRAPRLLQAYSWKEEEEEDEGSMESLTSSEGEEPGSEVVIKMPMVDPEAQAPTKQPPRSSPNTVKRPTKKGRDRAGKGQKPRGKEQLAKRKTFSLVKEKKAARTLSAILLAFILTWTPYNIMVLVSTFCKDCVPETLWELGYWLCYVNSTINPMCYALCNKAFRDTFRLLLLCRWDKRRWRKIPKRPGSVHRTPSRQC
M4 PAM: positive allosteric modulators of human muscarinic M4 receptor; P08173; CHO-K1 hM4/Gqi5, Fluo-8 calcium fluorescence, ACh EC20; 0% = ACh EC20, 100% = maximal ACh; activation, % at 3 µM; 0.4% of 360,000 active; AID 624126;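 active = activation above its plate's cutoff, the mean activation of sample wells plus 3 SD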; also: some results filed as inactive read as strong as hits
CRFR2-BP ag: agonists of human CRF-binding protein/CRF-R2 receptor complex; HEK293 CRF-R2/CRF-BP, calcium dye fluorescence (FLIPR); percent of saturating CRF peptide response; activation, % at 13.2 µM; 0.46% of 350,000 active; AID 588473;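 active = activation of at least 50%, plus an integration ratio under a set limit after plate pattern correction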;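 also: plate controls were neutral control wells without compound for no effect and CRF at EC100 for full effect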
M1 PAM: positive allosteric modulators of human M1 muscarinic receptor | CHO-K1 hM1, Fluo-8 calcium fluorescence, ACh EC20; 0% = ACh EC20, 100% = maximal ACh | 0.088% of 360,000 active | activation, % at 3 µM | P11229; in the data active = activation above about 19%, passing the limit was not always enough
CHRM5 antagonist: blocks acetylcholine activation of human M5 receptor | CHO-hM5 cells, Fluo-8 calcium fluorescence, ACh EC80 | inhibition, % at 3 µM | 0.59% of 360,000 active | AID 624040;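 active = inhibition above a per-plate cutoff, the mean of that plate's test compounds plus 3 SD, cut at about 27% in these data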;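 also: 0% = acetylcholine EC80 with DMSO and 100% = DMSO without agonist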
Active calls of the source: *; · = not tested or not shown.

Preview, four compounds:
SMILES	M5 PAM	M4 ag	CHRM4 antagonist	M5 ag	CHRM1 antagonist	M4 PAM	CRFR2-BP ag	M1 PAM	CHRM5 antagonist
CCOc1ccccc1/C=N/n1c(C2CCCCC2)n[nH]c1=S	-3	1	-17	-1	6	2	0.3	-1	7
O=C(O)c1cccnc1SC1CC(=O)N(Cc2ccccc2)C1=O (stereo unspecified)	1	2	1	-2	-10	10	1.2	9	8
CCOC(=O)c1cc(S(=O)(=O)N2CCN(Cc3ccccc3)CC2)cn1C	-3	3	-8	6	-16	1	-0.2	8	-6
Cc1cc(C)n(-c2nc3ccccc3c(=O)n2OCC(C)C)n1	-3	0	-1	0	-1	7	-1.4	8	9

Results (from the top)
SMILES	M5 PAM	M4 ag	CHRM4 antagonist	M5 ag	CHRM1 antagonist	M4 PAM	CRFR2-BP ag	M1 PAM	CHRM5 antagonist
CCOc1ccccc1/C=N/n1c(C2CCCCC2)n[nH]c1=S	-3	1	-17	-1	6	2	0.3	-1	7
O=C(O)c1cccnc1SC1CC(=O)N(Cc2ccccc2)C1=O (stereo unspecified)	1	2	1	-2	-10	10	1.2	9	8
CCOC(=O)c1cc(S(=O)(=O)N2CCN(Cc3ccccc3)CC2)cn1C	-3	3	-8	6	-16	1	-0.2	8	-6
Cc1cc(C)n(-c2nc3ccccc3c(=O)n2OCC(C)C)n1	-3	0	-1	0	-1	7	-1.4	8	9
O=C(CCCOc1ccc(Cl)cc1Cl)Nc1cccnc1	2	1	9	5	10	-2	-2.3	-7	-8
O=[N+]([O-])c1ccc(/C=N\N2CCN(Cc3ccccc3Cl)CC2)cc1	1	0	-3	0	-6	5	-0.3	3	-1
CCCCOc1ccc(C(=O)Nc2ccc(N3CCN(C(C)=O)CC3)cc2)cc1	-1	1	5	2	-4	2	-0.2	10	11
Cc1ccc(N(CC(=O)NCCc2ccccc2)C(=O)CCC(=O)Nc2cc(C)ccn2)cc1	-3	1	-2	-3	-3	2	-1.2	-1	17
COc1ccc(OC)c(C(=O)c2ccccc2)c1	1	-1	5	-1	-9	-1	0.5	-2	3
CC(=O)N(OCc1ccc(OC(C)C)c(Cl)c1)C(C)=O	9	0	-1	-3	-16	24	-1.0	10	1
O=C(CCS(=O)(=O)c1ccc2c(c1)NC(=O)CS2)NCCc1ccccc1	-4	0	-4	-4	3	3	-1.0	9	7
O=C1/C(=C/c2ccc3c(c2)OCO3)SC(=S)N1CCC(=O)N(CCO)c1ccccc1	-14	6	-7	82*	-12	-1	2.9	9	67*
COc1ccc(S(=O)(=O)N2CCN(C(=O)c3cc(-c4ccc(Br)cc4)n[nH]3)CC2)cc1OC	-9	25	5	1	12	-9	1.3	-6	3
CC(=O)C1(O)CCC2C3CCC4CC(=O)CCC4(C)C3C(=O)CC21C (stereo unspecified)	0	1	-6	4	-17	-3	0.7	6	7
CCOc1ccc(NC(=O)CN2CCN(CC(=O)Nc3ccc(OC)cc3)CC2)cc1	1	0	1	-1	-1	6	-0.2	1	-2
O=C(NCCCN1CCN(c2cccc(Cl)c2)CC1)c1cccc(N2CCCC2=O)c1	-4	7	2	-4	-11	-4	-0.8	5	1
COc1c2n(C)ccc3c-2n(c(=O)c1=O)c1ccccc31	-1	1	-14	1	-7	6	-3.2	5	8
Cc1ccc(NC(=O)COC(=O)CNC(=O)C2CCCCC2)cc1S(=O)(=O)N(C)C	2	3	-1	4	-13	5	-0.2	5	9
CC(=O)Nc1ccc(NC(=O)c2ccccc2Br)cc1	0	0	-4	0	-1	0	·	-2	6
COc1ccc(S(=O)(=O)N2CCCCC2c2cc(C(=O)Nc3ccccc3Cl)no2)cc1 (stereo unspecified)	1	1	-8	-1	-5	-4	·	5	-8
CCN(CC)C(=O)COc1cc(C)cc2oc(=O)cc(-c3ccccc3)c12	-6	5	7	1	-5	-2	-0.5	3	5
CC(=O)c1ccc(-c2cnc3c(NC=O)cc(-c4cccc(C(=O)N(C)C)c4)cn23)cc1	-5	10	4	3	21	-6	·	-16	1
COc1ccc(OC)c(C(=O)c2c(C)oc3cc([N+](=O)[O-])c(O)c([N+](=O)[O-])c23)c1	-2	-1	4	1	-11	5	-3.2	8	2
CCN(CC(=O)Nc1ccc(OC)cc1)C(=O)c1ccc(N2CCCC2=O)cc1	-1	2	-6	0	-5	0	-0.3	5	0
COc1cccc(CN(CCC(C)C)S(=O)(=O)c2cc(Br)ccc2Br)c1	-5	-1	-7	-2	17	-7	12	-2	-4
Continued.
SMILES	M5 PAM	M4 ag	CHRM4 antagonist	M5 ag	CHRM1 antagonist	M4 PAM	CRFR2-BP ag	M1 PAM	CHRM5 antagonist
Cc1ccccc1NS(=O)(=O)c1cc(C(=O)Nc2cccc(N(C)S(C)(=O)=O)c2)ccc1C	0	4	-7	6	4	-1	1.4	-5	-7
CCN(CC)S(=O)(=O)c1ccc(C(=O)NNC(=O)c2csc(N3CCOCC3)n2)cc1	-4	1	9	0	0	-6	0.7	-3	7
COC(=O)C1=C(C(=O)OC)[C@@H]2Nc3ccccc3[C@@]23C[C@@H](C(=O)OC)N(C(=O)c2cc(C)oc2C)C3=N1	9	4	-14	6	0	8	1.7	15	-4
COc1cccc(CN(C)C(=O)CC23CC4CC(CC(C4)C2)C3)c1OC	1	6	14	5	-4	-6	4.5	8	-9
CCC1(CC)CNC(=O)NC1	4	1	-5	1	-12	3	2.8	8	10
Cc1ccccc1S(=O)(=O)NC(=O)C1(C)CCN1C(=O)Cc1ccc(Cl)cc1Cl (stereo unspecified)	1	1	0	0	-2	1	·	5	2
O=[N+]([O-])c1ccc2oc(/C=C/c3ccc(O)cc3)nc2c1	4	3	-2	2	6	0	1.0	-5	21
Cc1sc2ncnc(N3CCCCC3C)c2c1C (stereo unspecified)	-15	6	0	-1	4	-8	-0.3	-2	5
CC(C)CC(=O)/C=C/n1c(=S)oc2ccccc21	-5	-1	-5	-2	-1	-5	-1.4	2	5
CCOc1ccccc1N(CC(=O)N1CCC(C(N)=O)CC1)S(=O)(=O)c1ccc(SC)cc1	-3	1	0	-3	-1	-1	-1.1	2	11
Cc1ccc(/C=N/NC(=O)CSCc2ccc(Cl)cc2)cc1	0	1	-11	-2	-13	7	-0.8	7	-4
Cc1ccc(S(=O)(=O)N2CCC(C(=O)OCC(=O)N(C)Cc3ccccc3)CC2)cc1C	-4	10	-19	0	-31	-2	0.2	10	3
Cc1ccc(CN2CCN(/N=C/c3cccn3C)CC2)c(C)c1	-1	3	7	2	-4	0	-2.1	4	-1
CC(C)=CCCC(C)CN1CCC(N2CCC(C(=O)N3CCCC3)CC2)CC1 (stereo unspecified)	-6	5	0	-12	-18	-34	13	7	7
Cc1nnc(NC(=O)CCS(=O)(=O)Cc2ccccc2)s1	2	-1	4	-1	-3	-4	-0.6	2	10
O=C1NC[C@H](c2ccccc2)OC(=O)[C@@H](Cc2ccc(F)cc2)C/C=C\C[C@H]1CC(=O)N(CCO)Cc1ccccc1	-37	36*	34*	8	34*	-11	7.0	-14	17
Cc1ccc([N+](=O)[O-])cc1/C=N/Nc1nnnn1-c1ccccc1	-4	2	3	1	-4	1	-1.8	0	2
O=C(CN1CCN(c2ccccc2)CC1)Nc1c(C(=O)C2CC2)oc2ccccc12	0	1	-2	0	-8	18	1.2	3	-3
Cc1ccc(S(=O)(=O)N2CCN(C(=O)CN3C(=O)c4ccc([N+](=O)[O-])cc4C3=O)CC2)c(C)c1	4	0	-3	2	13	-2	-1.8	-4	4
CCCNC(=O)c1cn(CC)c2cc(N3CCN(C)CC3)c(F)cc2c1=O	5	1	-10	-4	-12	3	2.9	4	-4
COC(=O)c1ccc(CNC(=O)c2c3c(nc4ccccc24)CCN(Cc2ccccc2)C3)cc1	-15	9	5	-1	16	-7	-0.9	-18	10
Cc1nc(NCCN2CCOCC2)c2oc3ccccc3c2n1	2	1	-6	0	-7	7	-2.1	6	-2
O=C(Cc1ccccc1)NN1CCCCC1	5	0	-2	-3	-10	-3	-0.9	6	-1
CCc1ccc(C(=O)NNC(=O)C2CC(=O)N(Cc3ccccc3)C2)cc1 (stereo unspecified)	1	0	-7	-1	-14	3	0.2	15	1
Cc1c(S(=O)(=O)Nc2ccc(Oc3ccccc3)cc2)c(=O)n(C)c(=O)n1C	-8	4	6	0	15	-8	-1.1	-7	6

Looked up one by one from the list above, 2 records:
SMILES	M5 PAM	M4 ag	CHRM4 antagonist	M5 ag	CHRM1 antagonist	M4 PAM	CRFR2-BP ag	M1 PAM	CHRM5 antagonist
Cc1ccc(S(=O)(=O)N2CCC(C(=O)OCC(=O)N(C)Cc3ccccc3)CC2)cc1C	-4	10	-19	0	-31	-2	0.2	10	3
Cc1sc2ncnc(N3CCCCC3C)c2c1C (stereo unspecified)	-15	6	0	-1	4	-8	-0.3	-2	5

Later entries
SMILES	M5 PAM	M4 ag	CHRM4 antagonist	M5 ag	CHRM1 antagonist	M4 PAM	CRFR2-BP ag	M1 PAM	CHRM5 antagonist
O=C(Cc1cc(=O)[nH][nH]1)N/N=C/c1ccccc1[N+](=O)[O-]	-1	1	4	-1	-9	-3	0.9	9	4
COc1ccc(CCC(=O)NCc2cn3ccsc3n2)cc1	3	3	-16	-2	3	0	0.3	4	-5
N#CCCNc1ccc(OCCC#N)cc1	8	0	-3	-3	-11	2	1.1	10	-5
Cc1[nH]c2ccc(C(=O)NCc3ccccn3)cc2c1C	5	1	-2	-3	-26	4	-0.3	12	-4
Cc1cc2ccccn2c1C(=O)c1ccccc1F	2	-1	5	-6	-1	0	-1.7	-3	1
Cn1c(=O)c2c(nc(NCCO)n2CCCc2ccccc2)n(C)c1=O	2	0	6	1	-10	1	-2.9	9	2
CCCCNC(=S)N/N=C1\CCCCc2ccccc21	4	-1	-1	-4	-7	9	-0.6	-1	-5
COc1ccc(CCNC(=O)CN(c2ccccc2)S(C)(=O)=O)cc1OC	9	1	-2	-4	-13	3	-0.8	10	-2
N#Cc1ccccc1OCC(=O)NC(=O)NCc1ccco1	-4	1	-5	3	-11	1	0.5	6	10

Shown as a hit in CHRM4 antagonist, of those listed so far:
SMILES	M5 PAM	M4 ag	CHRM4 antagonist	M5 ag	CHRM1 antagonist	M4 PAM	CRFR2-BP ag	M1 PAM	CHRM5 antagonist
O=C1NC[C@H](c2ccccc2)OC(=O)[C@@H](Cc2ccc(F)cc2)C/C=C\C[C@H]1CC(=O)N(CCO)Cc1ccccc1	-37	36*	34*	8	34*	-11	7.0	-14	17

Compound activity as filed in PubChem BioAssay.
